Source: PubChem (National Center for Advancing Translational Sciences (NCATS))
HT1080-NT tox – kills 2HG-producing HT-1080-NT fibrosarcoma cells | HT-1080-NT fibrosarcoma viability, CellTiter-Glo ATP luminescence, 48 h | Potency, µM (titrated, usually from 46.1 µM), for inactives: top-dose activity, negative = less viability, most hits filed as cytotoxic | 1.6% of 360,000 active;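 also: NT is the 2HG producing partner of a matched IDH1 knockdown line; 0% = DMSO-treated cells and -100% = media-only wells without cells; nearly all actives have a fitted effect of over 55% in size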
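Compounds were tested in concentration-response format on HT-1080-NT cells for 48 hours at 37 degrees C. Cell viability came from CellTiter-Glo luminescence; curves were classified by r2, response magnitude and activity.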
GLP1R cytotox – cytotoxic in the GLP-1 receptor inverse agonist counter-screen; HEK293 cAMP-luciferase reporter cells, luminescence, 24 h; AID 624418; 0.13% of 410,000 active; Potency, µM (titrated, usually from 38.3 µM), without a hit: top-dose activity change, negative = inhibition, actives largely listed as inhibitors;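 also: loss of luciferase light is scored as toxicity; % is scaled to controls: 0 for no effect and ±100 for the full control effect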
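Step one: seed cells (200 cells/uL, DMEM with 10% Nu serum, 1% pen-strep). Step two: 12-hour incubation at 37 deg C. Step three: pin 23 nL compound, incubate 24 hr. Step four: add luciferase reagent, read luminescence 12 min later.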
HT1080 IDH1KD tx – toxicity to HT-1080 IDH1 knockdown cells (counter line). Potency, µM (doses to about 46.1 µM), without a hit: at the highest dose activity, negative = toxicity, usual class: cytotoxic. 2% of 360,000 active. HT-1080 IDH1 knockdown viability, ATP luminescence, 48 h;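 also: 0% = DMSO wells and -100% = cell-free medium wells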
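Viability of IDH1-knockdown HT-1080 fibrosarcoma cells was assessed by CellTiter-Glo after 48 h at 37 °C with titrated compound; concentration-effect curves were classified by fit quality and response size.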
GLP1R ag – agonists of human GLP-1 receptor. P43220. HEK293 GLP-1R CRE-luciferase, luminescence, 4-6 h; cells express a hypersensitive GLP-1R form. Potency, µM (highest dose often 45.6 µM), without a hit: top-dose activation, actives largely listed as activators. 0.007% of 380,000 active. AID 624172; also: % of control where 0% means no effect
Target sequence (P43220 whole entry, looked up): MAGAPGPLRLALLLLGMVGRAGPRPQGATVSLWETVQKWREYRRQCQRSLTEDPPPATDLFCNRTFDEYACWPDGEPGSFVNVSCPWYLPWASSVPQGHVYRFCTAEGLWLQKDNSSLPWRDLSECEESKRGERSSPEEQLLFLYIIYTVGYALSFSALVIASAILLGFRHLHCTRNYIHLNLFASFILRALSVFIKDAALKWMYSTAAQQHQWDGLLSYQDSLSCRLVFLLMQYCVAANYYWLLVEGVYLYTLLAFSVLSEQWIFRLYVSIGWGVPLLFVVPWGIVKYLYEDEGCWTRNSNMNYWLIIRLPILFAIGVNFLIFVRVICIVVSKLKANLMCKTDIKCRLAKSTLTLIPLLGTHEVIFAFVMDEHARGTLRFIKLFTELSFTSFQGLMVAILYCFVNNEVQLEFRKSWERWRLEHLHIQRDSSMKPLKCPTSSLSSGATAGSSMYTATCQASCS
SW480 rereplic – inducers of DNA re-replication in SW480 colon cancer cells. SW480 DNA re-replication, Hoechst DNA content imaging, 48 h. Potency, µM (doses to about 46.1 µM), for inactives: at the highest dose re-replication activation, hits mostly activators. 1.8% of 340,000 active. AID 624297; also: % of control where 0% means no effect; nearly all actives have a fitted effect of over 55% in size
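Hoechst fluorescence of nuclei (405 nm excitation, 500-530 nm emission) measured by plate-scanning imager after 48 hr compound exposure at 37 C; re-replication scored as increased number of nuclei with elevated intensity.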
TDP-43 yeast inh – inhibitors of TDP-43 toxicity in yeast | TDP-43 expressing yeast growth rescue, BacTiter-Glo, 24 h | Potency, µM (doses to about 46.1 µM), for the others: at the top dose growth rescue (activation), actives largely listed as activators | 1.8% of 410,000 active | AID 652104; also: % of control where 0% means no effect; nearly all actives have a fitted effect of over 50% in size
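Readout is BacTiter-Glo luminescence of cell growth, so inhibitors register as activators. TDP-43-expressing yeast at OD600=0.02 in galactose medium, after raffinose pregrowth to mid-log, were incubated with compound for 24 hr at 30 deg C.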
KB-V1 MDR tox – kills drug-selected multidrug resistant KB-V1 cells. KB-V1 MDR cells viability, CellTiter-Glo, 72 h. Potency, µM (series often up to 46.1 µM), for the others: at the top dose activity change, negative = cytotoxicity, actives largely listed as cytotoxic. 3.4% of 400,000 active. AID 1347076; also: % is scaled to controls: 0 for no effect and ±100 for the full control effect; nearly all actives have a fitted effect of over 60% in size
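In this primary screen, KB-V1 cells overexpressing P-gp are incubated with library compounds (lowest to highest concentration) for 72 h at 37 degrees C before a luminescent ATP viability read.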
KB-3-1 cytotox – KB-3-1 parental cell cytotoxicity; KB-3-1 viability, CellTiter-Glo ATP luminescence, 72 h; Potency, µM (doses to about 46.1 µM), without a hit: at the top dose activity change, negative = cytotoxic, most hits filed as cytotoxic; 1.4% of 400,000 active; AID 1347075; also: % is scaled to controls: 0 for no effect and ±100 for the full control effect; nearly all actives have a fitted effect of over 60% in size
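Using CellTiter-Glo luminescence, growth of non-resistant KB-3-1 adenocarcinoma cells is assessed 72 h after pin-tool compound addition at 37 °C. Normalized responses across the concentration series yield fitted curves.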
GLP1R inv ag – GLP-1 receptor (human) inverse agonism. P43220. Potency, µM (highest dose often 38.3 µM), for the others: top-dose activity change, negative = inhibition, actives largely listed as inhibitors. 1.6% of 410,000 active. HEK293 GLP-1R CRE-luciferase, luminescence, 24 h; GLP-1R form is constitutively active; also: % is scaled to controls: 0 for no effect and ±100 for the full control effect; nearly all actives have a fitted effect of over 55% in size
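Cells are plated, allowed 12 hours at 37 deg C, then treated with compounds for 24 hr before luciferase detection reagent is added and luminescence is read after 12 min at room temperature. The HEK293 line carries constitutively active GLP-1R with a cAMP-responsive reporter.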
An asterisk follows results filed as active; i = inactive; ? = inconclusive; . = no result given; [ ] = remark or other dose. Calls follow the shape of the dose curve; as a rule, active = well fitted curve in the direction sought with a large enough effect; inconclusive = small, poorly fitted or top-dose-only effect, or another doubt; inactive = no such curve, though single readings can be large; an effect the other way counts as inactive or inconclusive. Potency is read from the fitted curve at half-maximal effect.

SMILES | HT1080-NT tox | GLP1R cytotox | HT1080 IDH1KD tx | GLP1R ag | SW480 rereplic | TDP-43 yeast inh | KB-V1 MDR tox | KB-3-1 cytotox | GLP1R inv ag
Cc1csc(C(C#N)C(=O)c2ccncc2)n1 (stereo not drawn) | -2% | 10% | -7% | -7% | -1% | 10% | 0% | 2% | 0%
COc1ccc(C(=O)NC2CCN(C(=S)Nc3cccc(C)c3)CC2)cc1 | 1% | ? | -19% | -1% | 7% | -16% | ? | -7% | -9%
O=C(Nc1ccc(F)cc1)c1cccnc1Oc1ccccc1 | 3% | 10% | 4% | 14% | 0% | ? | -7% | -6% | 4%
O=c1[nH]cc(S(=O)(=O)NCc2ccccc2)c(=O)[nH]1 | 3% | 9% | 7% | -5% | 0% | 0% | 3% | 14% | 4%
CC1(C)Oc2ccc3ccc(=O)oc3c2[C@@H](O)[C@@H]1O | 16% | 6% | -1% | -2% | -11% | -14% | -17% | 7% | 10%
Clc1cccc(Cl)c1CO/N=C/c1cccs1 | -17% | 4% | 7% | 7% | 11% | -9% | 3% | -7% | -15%
COc1ccc(N)c(C)c1 | -14% | 1% | 0% | 15% | ? | 28% | 3% | 0% | 6%
N#CC1=C(N)Oc2n[nH]c(-c3ccccc3)c2C1c1ccncc1 (stereo not drawn) | 1% | 7% | 13% | 0% | 1% | 22% | 2% | 9% | 2%
Nc1ccc2nc(-c3ccccc3)[nH]c2c1 | -17% | -6% | -19% | 4% | 2% | -3% | 0% | -5% | 24%
COc1ccc(-c2cn3c(C)c(C(=O)N4CCN(c5ccccc5)CC4)sc3n2)cc1 | 0% | 2% | -7% | 8% | -3% | 19% | 3% | 5% | 0%
O=c1[nH]c(O)c(/C=C2\C=Nc3ccccc32)[nH]1 | 4% | -3% | 1% | 5% | -10% | 8% | -4% | -4% | 91%[activator]
COc1ccc(-c2nnc(SCc3nc4ccccc4s3)n2C(C)C)cc1 | -18% | -5% | -18% | 16% | 4% | 25% | ? | ? | ?
CN(C(=O)c1cccc(C(=O)N(C)c2ccccc2)c1)c1ccccc1 | -7% | 1% | -15% | -3% | -9% | -25% | -14% | 0% | -5%
N/C(=N\OC(=O)CC1CCCCC1)c1ccccn1 | 6% | -2% | 22% | -1% | -3% | 16µM* | 3% | 15% | 8%
Cc1ccccc1NC(=O)NC1(C(=O)N2CCOCC2)CCCCC1 | 4% | -2% | 7% | -2% | -16% | 1% | 0% | 3% | 16%
Cc1cc(NC(=O)CCC(=O)N(CC(=O)NCC2CCCO2)c2ccccc2)no1 (stereo not drawn) | 11% | 3% | 0% | 1% | -3% | 6% | 0% | 6% | 16%
CCCCOC(=O)C1CCCC(C(=O)OCCCC)N1 (stereo not drawn) | 13% | -3% | 5% | -8% | 0% | 6% | -6% | 16% | -1%
O=C(NC1C(=O)NNC1c1ccc(Cl)cc1)c1ccc(F)cc1 (stereo not drawn) | -1% | -12% | 8% | -7% | -10% | 5% | 14% | -1% | 3%
O=C1Cc2ccccc2C(=O)N1c1ccc(F)cc1Cl | 22% | -1% | 16% | -3% | 24% | -2% | 29% | -9% | 8%
CCOc1ccccc1NC(=S)NCCc1ccc(F)cc1 | -4% | -10% | 0% | 8% | i[1.84 µM] | 6% | -5% | -3% | ?
COc1ccccc1NC(=O)CN1CCOCC1 | 7% | -6% | 4% | -3% | -12% | 16% | 7% | -5% | 15%
Cc1ccc(-c2nn(-c3cc(N4CCNCC4)ccc3[N+](=O)[O-])c(=O)c3ccccc23)cc1 | 15µM* | ? | ? | 12% | -1% | -5% | ? | ? | ?
COC(=O)Nc1ccc(S(=O)(=O)N2CCC(C(=O)NCc3ccc4c(c3)OCO4)CC2)cc1 | -3% | -2% | 1% | 16% | -6% | -7% | 3% | 0% | -16%
O=C(Cc1ccccc1)Nc1ccccc1C(=O)N1CCCCC1 | 3% | 0% | -1% | 1% | -5% | 9% | 2% | -1% | -18%

In the list so far, these contain an NH in an aromatic ring.
SMILES | HT1080-NT tox | GLP1R cytotox | HT1080 IDH1KD tx | GLP1R ag | SW480 rereplic | TDP-43 yeast inh | KB-V1 MDR tox | KB-3-1 cytotox | GLP1R inv ag
O=c1[nH]cc(S(=O)(=O)NCc2ccccc2)c(=O)[nH]1 | 3% | 9% | 7% | -5% | 0% | 0% | 3% | 14% | 4%
N#CC1=C(N)Oc2n[nH]c(-c3ccccc3)c2C1c1ccncc1 (stereo not drawn) | 1% | 7% | 13% | 0% | 1% | 22% | 2% | 9% | 2%
Nc1ccc2nc(-c3ccccc3)[nH]c2c1 | -17% | -6% | -19% | 4% | 2% | -3% | 0% | -5% | 24%
O=c1[nH]c(O)c(/C=C2\C=Nc3ccccc32)[nH]1 | 4% | -3% | 1% | 5% | -10% | 8% | -4% | -4% | 91%[activator]

(continued)
SMILES | HT1080-NT tox | GLP1R cytotox | HT1080 IDH1KD tx | GLP1R ag | SW480 rereplic | TDP-43 yeast inh | KB-V1 MDR tox | KB-3-1 cytotox | GLP1R inv ag
O=c1[nH]c(SCCc2ccccc2)nc2c1CCC2 | 1% | 3% | 4% | 20% | . | 0% | -7% | 0% | 22%
CC1(C)C2CC[C@]3(C)C(CC=C4[C@@H]5C[C@@](C)(CO)CC[C@]5(C(=O)O)CC[C@]43C)[C@@]2(C)CC[C@@H]1O (stereo partly drawn) | 0% | 3% | 1% | -2% | -5% | -14% | 0% | 0% | 24%
O=C(COc1ccc(Br)cc1)Nc1cc(S(=O)(=O)N2CCCCC2)ccc1N1CCCCC1 | 13% | 11% | 13% | -1% | 0% | -5% | 11% | -7% | 18%
COc1cc(C(=O)N2CCN(S(=O)(=O)c3cc(C)ccc3C)CC2)ccc1OCC(=O)N1CCOCC1 | -2% | -7% | -8% | -6% | -17% | 12% | 0% | 8% | 0%
CC(=O)c1nc(N2C(=O)C3CC=C(C)CC3C2=O)sc1C (stereo not drawn) | 10% | 4% | 3% | 3% | -4% | 0% | 19% | 2% | 0%
O=C(CCCOc1ccccc1)Nc1nncs1 | 18% | 4% | 22% | 5% | -3% | 14% | -5% | 6% | 21%
CCCC1CCC(=NNS(=O)(=O)c2ccc(C)c([N+](=O)[O-])c2)CC1 (stereo not drawn) | 2% | -5% | 2% | 1% | 2% | -8% | 0% | -2% | -30%
CN(C)C(=O)c1nc2ccc(Cl)cn2c1CN1CCCC(OCc2cccnc2)C1 (stereo not drawn) | 2% | -3% | 2% | 1% | 3% | 18% | 1% | -2% | 15%
Cc1ccc(S(=O)(=O)N2CCN(CC(=O)N/N=C/C=C/c3ccccc3)CC2)cc1 | 1% | -1% | -14% | -11% | -3% | 25% | ? | -1% | -23%
CN(C)c1ccc(C(CNS(=O)(=O)c2ccc(Br)cc2)N2CCOCC2)cc1 (stereo not drawn) | . | 2% | . | . | . | 4% | 14% | -2% | 2%
Cc1n[nH]c(C)c1S(=O)(=O)N(CC(=O)NC(C)c1ccccc1)c1ccc(C(C)C)cc1 (stereo not drawn) | . | -8% | . | -2% | . | ? | -2% | -10% | ?
O=C(NC(=S)NN1CCCCC1c1cccnc1)c1ccc(Br)cc1 (stereo not drawn) | -15% | ? | -2% | 0% | 0% | -25% | -25% | 0% | ?

Part of the list above in order of molar mass, lowest first.
SMILES | HT1080-NT tox | GLP1R cytotox | HT1080 IDH1KD tx | GLP1R ag | SW480 rereplic | TDP-43 yeast inh | KB-V1 MDR tox | KB-3-1 cytotox | GLP1R inv ag
O=C(CCCOc1ccccc1)Nc1nncs1 | 18% | 4% | 22% | 5% | -3% | 14% | -5% | 6% | 21%
O=c1[nH]c(SCCc2ccccc2)nc2c1CCC2 | 1% | 3% | 4% | 20% | . | 0% | -7% | 0% | 22%
O=C(COc1ccc(Br)cc1)Nc1cc(S(=O)(=O)N2CCCCC2)ccc1N1CCCCC1 | 13% | 11% | 13% | -1% | 0% | -5% | 11% | -7% | 18%

Continuation:
SMILES | HT1080-NT tox | GLP1R cytotox | HT1080 IDH1KD tx | GLP1R ag | SW480 rereplic | TDP-43 yeast inh | KB-V1 MDR tox | KB-3-1 cytotox | GLP1R inv ag
CCCn1nnnc1NCc1ccc(C(C)C)cc1 | 0% | 18% | 4% | 7% | -12%[9.22 µM] | -2% | 12% | -4% | 5%
CCOC(=O)c1ccc(NC(=O)CN(Cc2ccc(Cl)cc2)S(C)(=O)=O)cc1 | -4% | 4% | -27% | 7% | 6% | 5% | 6% | 1% | 0%
CCOc1ccc(C(=O)NC(C)CCc2ccccc2)cc1 (stereo not drawn) | 7% | -18% | 4% | 22% | 13% | 0% | -24% | 3% | ?
O=C(COC(=O)C1(c2ccc(F)cc2)CCCC1)N1CCNC1=O | -2% | 2% | 9% | 9% | 13% | 19% | 0% | 0% | -23%
C=C(C)c1cccc(C(C)(C)NC(=O)NCCCN2CCCC2=O)c1 | 6% | -17% | 3% | 3% | -1% | -10% | 11% | 13% | 4%
COc1ccc(NC(=S)NCC2CCN(c3ccc(OC)cc3)C2)cc1 (stereo not drawn) | -9% | ? | -8% | 13% | -1% | 30% | -1% | -7% | -28%
Cc1cc(N2CCN(C)CC2)nc2ccc(NC(=S)NCCN3CCc4ccccc4C3)cc12 | -11% | -17% | -26% | 21% | ? | 9% | -14% | 0% | ?
COc1ccccc1/C=C/C(=O)OCC(=O)NCc1ccc2c(c1)OCO2 | -1% | 2% | 0% | 7% | 1% | -6% | -11% | -1% | 2%
Cc1ccccc1C(=O)Nc1c(C(=O)N2CCN(C)CC2)cnn1-c1ccccc1 | 11% | -1% | 5% | -10% | -2% | 18% | -14% | -7% | 1%
